Screening results deposited in PubChem BioAssay by National Center for Advancing Translational Sciences (NCATS).
Menin-MLL TR inh – inhibitors of human menin-MLL interaction, mutant MLL peptide | Potency, µM (highest dose often 61.6 µM), without a hit: at the highest dose FP activity change, negative = inhibition, most hits filed as inhibitors | hit rate 0.23% among 270,000 | AID 1768 | Menin + Texas Red MLL mutant peptide, fluorescence polarization | O00255; active = well fitted inhibition curve with a large enough effect in the polarisation, with a control signal flat, not every such curve was filed as active; inconclusive = small, poorly fitted or top-dose-only effect, or effect the other way, or a change in a side signal; inactive = no such curve, though single readings can be large or run the other way; the % refers to the polarisation; note: potency is the fitted concentration of half-maximal effect; % of control where 0% means no effect; many of its hits are not listed in these tables
Coupling enz – inhibits coupling enzyme system, counter-screen for aldolase hits; coupling enzyme system counterscreen, AmpLite Red fluorescence; hit rate 0.67% among 290,000; activity change, negative = inhibition, % at 58.2 µM, hits read low; in the data active = activity change below about -30%; note: % is set by controls: 0 for no effect and ±100 for the full control effect
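Coupling enzymes only (glyceraldehyde-3-phosphate) + compound, at 57.5 uM final, 10 min RT; add substrate/coupling/AmpLite Red mix, 20 min RT; fluorescence ex 525/em 598 nm. Actives flag coupling-system interference.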
Starred values were filed as active, the others as inactive; [ ] = remark or other dose. Some of the compounds tested; the hit share may differ from the screen's.

For CC[C@H]1C(=O)OC[C@H]1Cc1cncn1C the results were Menin-MLL TR inh 2%[24.8 µM] and Coupling enz 0.
Screening C[C@H](CCC(=O)O)[C@H]1CC[C@@H]2[C@H]3[C@@H](CC[C@@]21C)[C@]1(C)CC[C@H](O)C[C@@H]1C[C@@H]3O returned Menin-MLL TR inh inconclusive and Coupling enz 12.
Screening CC(=O)C1=C(O)[C@@H]2[C@@H]3c4c[nH]c5cccc(c45)C[C@@H]3C(C)(C)N2C1=O returned Menin-MLL TR inh 0%[24.8 µM] and Coupling enz 2.

Random excerpt: 2 records from the list.
Screening C[C@H](CCC(=O)O)[C@H]1CC[C@@H]2[C@H]3[C@@H](CC[C@@]21C)[C@]1(C)CC[C@H](O)C[C@@H]1C[C@@H]3O returned Menin-MLL TR inh inconclusive and Coupling enz 12.
Screening CC(=O)C1=C(O)[C@@H]2[C@@H]3c4c[nH]c5cccc(c45)C[C@@H]3C(C)(C)N2C1=O returned Menin-MLL TR inh 0%[24.8 µM] and Coupling enz 2.
